DAX1 inh-1 = inhibitors of DAX1 repression of SF-1 activated StAR promoter. HEK293T StAR-luciferase reporter, SF-1/DAX-1 repression relief. inhibition, % at 6.8 µM. hit rate 1.1% among 370,000. AID 652010;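 active means inhibition above the mean over all tested compounds plus 3 SD, cut at about 3.6% in these data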;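 further: 0% = DAX-1 cells with DMSO and 100% = cells lacking DAX-1 with DMSO; higher inhibition means more luminescence from relief of DAX-1 repression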
ADAM10 inh = inhibitors of human ADAM10; O14672; recombinant ADAM10, EDANS/DABCYL FRET peptide cleavage, 3 h; inhibition, % at 7 µM; hit rate 0.62% among 370,000;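 active means inhibition above a per-campaign cutoff equal to the mean of compounds falling between control-based bounds plus 3 SD, cut at about 20% in these data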;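 further: 0% = DMSO wells while the 100% control is not disclosed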
GAA850 FXN act = increases GAA850 frataxin promoter reporter activity. HEK293 lucGAA850 FXN promoter luciferase reporter, 24 h; percent of 10 µM SAHA response. activation, % at 6 µM. hit rate 0.56% among 360,000. AID 540364;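 active means activation above the average of all compounds screened plus 3 SD, cutoff fixed separately per campaign, cut at about 7.5% in these data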;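 further: 0% = DMSO wells and 100% = 10 µM SAHA wells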
hgDAF-12 ag = hgDAF-12 agonism, primary luciferase screen. HEK293 GAL4-hgDAF12 UAS-luciferase reporter, agonist luminescence; normalized to butyrate control. activation, % at 6.8 µM. hit rate 1.8% among 370,000;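 active means activation above a cutoff set at the mean of all screened compounds plus 3 SD, cut at about 10% in these data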;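 further: 0% = DMSO wells and 100% = sodium butyrate wells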
GC-A act = GC-A (human) enzyme activation; HEK293 GC-A cells, cGMP TR-FRET, EC30 ANP; 0% at EC30 ANP, 100% saturating ANP; activation, % at 10 µM; hit rate 0.14% among 370,000; AID 1671463; in the data active means activation above about 40%
ADAM17 inh = inhibits human ADAM17; inhibition, % at 6.95 µM; hit rate 0.83% among 370,000; AID 720648; P78536; recombinant ADAM17, EDANS/DABCYL FRET peptide cleavage;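 active means inhibition above the mean of compounds lying between control limits plus 3 SD, set per campaign, cut at about 8.5% in these data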;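 further: 0% = DMSO-only wells as the low control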
Target sequence (P78536 215-824 limits assumed): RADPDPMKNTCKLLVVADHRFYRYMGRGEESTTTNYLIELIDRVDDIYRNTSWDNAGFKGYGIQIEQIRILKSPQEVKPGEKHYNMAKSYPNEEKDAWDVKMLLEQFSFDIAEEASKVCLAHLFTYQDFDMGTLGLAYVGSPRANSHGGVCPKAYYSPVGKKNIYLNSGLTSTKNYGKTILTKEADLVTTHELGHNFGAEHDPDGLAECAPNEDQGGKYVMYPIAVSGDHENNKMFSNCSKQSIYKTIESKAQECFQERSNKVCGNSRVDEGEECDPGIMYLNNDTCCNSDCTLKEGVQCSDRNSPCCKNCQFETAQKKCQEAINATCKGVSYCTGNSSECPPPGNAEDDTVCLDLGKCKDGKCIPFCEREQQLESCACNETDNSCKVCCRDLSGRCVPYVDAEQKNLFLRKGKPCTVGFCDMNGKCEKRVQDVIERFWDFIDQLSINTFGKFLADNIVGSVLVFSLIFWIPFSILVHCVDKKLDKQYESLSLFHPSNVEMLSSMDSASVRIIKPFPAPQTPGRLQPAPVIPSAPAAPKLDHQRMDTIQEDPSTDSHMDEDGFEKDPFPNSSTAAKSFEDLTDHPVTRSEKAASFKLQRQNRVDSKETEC
SMARCA2 activ = increases SMARCA2 function in MMTV reporter cells | activation, % at 9.1 µM | MG213 cells, MMTV-luciferase reporter, dexamethasone, overnight | hit rate 1% among 370,000 | AID 652017; in the data active means activation above about 7.8%;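 further: 0% = vehicle wells and 100% = reference activator wells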
ssDAF12 agonist = S. stercoralis DAF-12 activation, primary screen; hit rate 1% among 370,000; HEK293 ssDAF-12/GRIP1 lit1-tk-luc reporter, luminescence; % of 3 µM dafachronic acid response; AID 652126; activation, % at 6.8 µM;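 active means activation above the mean over all tested compounds plus 3 SD, cut at about 0.9% in these data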;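 further: 0% = DMSO-only wells and 100% = 3 µM delta7-dafachronic acid wells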
PG9 binder = PG9 antibody binding by small molecule | TR-FRET gp120-PG9 antibody binding | inhibition, % at 6.7 µM | hit rate 0.43% among 360,000; in the data active means inhibition above about 8.5%
hcDAF12 agonist = activates DAF-12 receptor from parasite H. contortus; activation, % at 6.8 µM; hit rate 1.4% among 370,000; HEK293 hcDAF-12 lit1-tk-luc reporter, luminescence; 0% DMSO, 100% Δ7-dafachronic acid;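 active means activation above the mean of all tested compounds plus 3 SD, cut at about 5.5% in these data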;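 further: 100% = response to 3 µM Δ7-dafachronic acid high control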
DAX1 inh-2 = inhibits human nuclear receptor DAX1. P51843. HEK293 Gal4-DAX1 luciferase reporter, luminescence. AID 504766. inhibition, % at 6.75 µM. hit rate 0.99% among 340,000;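 active means inhibition above the mean over all tested compounds plus 3 SD, cut at about 4.2% in these data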;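 further: 0% = DAX1-transfected cells with DMSO and 100% = empty-vector control cells with DMSO; inhibition shows as a rise in luminescence from relieved DAX1 repression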
Target sequence (P51843 207-470 limits assumed): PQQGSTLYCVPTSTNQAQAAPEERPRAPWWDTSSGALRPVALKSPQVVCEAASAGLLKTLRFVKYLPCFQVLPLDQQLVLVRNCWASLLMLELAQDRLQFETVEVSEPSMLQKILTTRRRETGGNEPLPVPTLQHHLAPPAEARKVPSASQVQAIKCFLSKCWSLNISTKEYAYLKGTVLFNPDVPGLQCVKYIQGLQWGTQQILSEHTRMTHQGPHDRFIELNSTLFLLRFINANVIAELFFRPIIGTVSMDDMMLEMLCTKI
An asterisk follows results filed as active; nt = no result given.

Order of results: DAX1 inh-1, ADAM10 inh, GAA850 FXN act, hgDAF-12 ag, GC-A act, ADAM17 inh, SMARCA2 activ, ssDAF12 agonist, PG9 binder, hcDAF12 agonist, DAX1 inh-2
Nc1nnc(SCC(=O)N2CCc3ccccc32)n1-c1ccccc1
→ 0.1, 0, 0.1, -1.5, 4, 1, -2, 0.0, -1.9, 0.6, 0.5
O=C(COC(=O)Cc1c(Cl)cccc1Cl)Nc1ccc(OC(F)(F)F)cc1
→ -0.1, 14, 1.8, -1.8, 1, 2, 0, -2.0, -1.7, -0.2, -0.1
Cn1nnnc1Sc1ncnc2scc(-c3cccc(S(C)(=O)=O)c3)c12
→ -1.5, -18, -9.6, -6.6, 9, -9, -2, -1.7, -0.2, -2.2, -4.6
O=C(CN(Cc1cccs1)C(=O)CCC(=O)Nc1ccccn1)NCc1ccccc1
→ 0.0, -9, 2.7, -1.8, -2, -4, -5, -0.7, -0.7, -1.5, 0.1
O=C(O)C1=C[C@H](c2ccc3c(c2)OCO3)C[C@H](OCCCCO)O1
→ 0.3, -38, -0.3, -0.1, -2, -17, 1, -1.5, -2.8, -0.3, 0.4
CCn1c2ccccc2c2nnc(NN)nc21
→ 0.1, -2, 4.0, 2.6, -2, 0, -1, -1.2, -1.1, -0.7, 1.0
O=C(c1ccc(S(=O)(=O)N2CCCCC2)cc1)N1CCCc2ccccc21
→ -0.2, 3, 2.1, -2.5, 2, -4, -2, -0.6, -0.5, -1.0, 1.0
NC(=O)c1ccccc1NC(=O)CSc1cn[nH]n1
→ 0.3, 6, 2.5, -0.6, 2, 1, 3, -1.1, -1.6, 1.6, 3.9
CCN(CC)S(=O)(=O)c1cc(C(=O)N(C)CC(=O)Nc2ccc(Cl)cc2)ccc1Cl
→ 0.1, 8, 1.5, -0.8, 2, 0, -1, -1.5, 1.4, -4.0, -1.2
O=C(CSc1nnnn1C1CCCCC1)N1c2ccccc2Sc2ccccc21
→ -0.1, -14, -2.5, 0.8, -15, -6, -4, -1.3, -1.3, -1.0, -0.8
O=C(Oc1ccccc1)c1ccc(NC(=O)c2ccco2)cc1
→ -0.2, 4, 5.0, 4.7, 4, -2, -2, -1.0, -0.7, -0.2, -1.0
CCN(CC)C(=O)c1[nH]cnc1C(=O)N[C@@H](C)C(=O)OC(C)(C)C
→ -0.7, 3, -0.3, 1.7, 2, -3, 0, -1.4, -2.9, -0.4, 1.7
Cc1ccc(NCCc2ccc(C)nc2)cc1
→ 0.1, -6, -0.1, 1.4, 5, -3, 2, -1.2, -1.9, -1.1, 0.8
Cc1cc(C)nc(-n2nc(C)cc2NC(=O)CN2CCCC2)n1
→ -0.2, -3, 0.5, -0.6, 1, -2, -2, -1.3, -0.5, 0.3, -1.6
C[C@@H]1CN([C@@H](C)CO)C(=O)CCCn2nncc2CO[C@H]1CN(C)C
→ 0.7, -1, -0.7, 1.0, 3, -1, -2, -1.1, -1.0, 0.5, 0.1
COCCCNC(=S)N1CCN(C(c2ccccc2)c2ccccc2)CC1
→ -0.3, -1, -0.9, -1.2, -4, -1, 0, -1.4, 0.3, -2.8, -0.6
CCCCn1c(-c2nonc2N)nc2ccccc21
→ -0.4, -24, -0.1, 0.0, -2, -2, -2, -1.6, 0.9, -1.3, -0.4
Cc1ccc(/C=C/S(=O)(=O)N2CCC(C(=O)O)CC2)cc1
→ 0.1, -4, -0.3, 1.5, 5, -5, -3, -0.6, 2.9, 0.7, 0.8
O=C(C=Cc1ccc2c(c1)OCO2)OCC=Cc1ccc2c(c1)OCO2
→ -0.2, 6, 0.0, -3.3, 0, -4, 0, -0.4, -0.9, -0.9, -1.2
CCOC(=O)C1=CCN(S(=O)(=O)c2ccccc2C)C1c1ccc(C)cc1 (configuration not stated)
→ -8.9, 4, nt, -3.4, -8, 4, -3, -1.2, -1.0, -1.3, nt
CCCC#Cc1ccc2c(c1)COc1c3ccccc3nn1-2
→ 4.1*, -1, 1.0, 17*, 0, -3, 5, 2.6*, -1.7, 11*, 5.5*
Cn1cc(C(=O)N2CCCC(Nc3ccc(F)cc3)C2)c2ccccc21 (configuration not stated)
→ -0.2, -2, 1.2, 1.7, -3, -6, -2, -0.9, 3.5, -1.1, 0.4
Cc1nc(CNS(=O)(=O)c2cc(C)c(C)cc2C)cs1
→ -0.2, -4, 2.2, -0.6, -5, -3, 3, -0.7, 1.0, -2.2, 0.8
COc1ccc(/C=N/n2cnc3c([nH]c4ccc(F)cc43)c2=O)cc1CSc1ccccn1
→ 0.5, 4, 0.9, -1.1, -3, -5, -1, -0.2, -1.3, 0.7, -1.2
Cc1cccc(C)c1-n1c(C)cc(/C=N/NC(N)=S)c1C
→ -0.6, 6, 3.8, -0.7, -7, 0, 3, -1.3, 1.0, -1.1, 0.6
N#Cc1ccccc1NC(=O)C1CCCO1 (configuration not stated)
→ 0.1, -21, 0.0, -0.2, 3, -3, -6, -1.1, 1.4, 0.0, 1.8
Cc1nnc(SCc2nc3scc(-c4ccccc4)c3c(=O)[nH]2)s1
→ -0.2, -7, 0.4, 2.2, -5, -4, -5, -1.1, -1.7, -1.4, 0.1
O=c1c2ccccc2ncn1-c1cccc(Cl)c1
→ -1.1, 0, -1.7, 3.3, 1, -2, 2, -1.4, -3.4, 0.4, 0.8
Cc1ccccc1-n1nc(C)c2c1N=C1C(Cl)=CC(Cl)=CN1C2c1ccc(C(=O)O)cc1 (configuration not stated)
→ -0.1, -9, 3.0, -3.1, 2, -2, -1, -1.2, 0.0, -0.5, -0.6
O=C(Nc1nnc([C@H]2C[C@H](O)[C@@H](CO)O2)s1)c1cccc(C(F)(F)F)c1
→ 0.9, -2, -2.0, -0.5, 0, -4, -2, -0.9, -0.2, -1.7, nt

The final 2 entries of the section above are carried over, then new ones follow.
Order of results: DAX1 inh-1, ADAM10 inh, GAA850 FXN act, hgDAF-12 ag, GC-A act, ADAM17 inh, SMARCA2 activ, ssDAF12 agonist, PG9 binder, hcDAF12 agonist, DAX1 inh-2
Cc1ccccc1-n1nc(C)c2c1N=C1C(Cl)=CC(Cl)=CN1C2c1ccc(C(=O)O)cc1 (configuration not stated)
→ -0.1, -9, 3.0, -3.1, 2, -2, -1, -1.2, 0.0, -0.5, -0.6
O=C(Nc1nnc([C@H]2C[C@H](O)[C@@H](CO)O2)s1)c1cccc(C(F)(F)F)c1
→ 0.9, -2, -2.0, -0.5, 0, -4, -2, -0.9, -0.2, -1.7, nt
O=C(COc1ccccc1)Nc1ccc2[nH]c(=O)[nH]c2c1
→ -0.1, -11, 0.3, -1.1, -7, -7, 0, -1.4, -1.4, -1.3, 2.0
Cc1cccc(C)c1OCC(=O)N[C@@H](Cc1ccccc1)[C@@H](O)C[C@H](Cc1ccccc1)NC(=O)[C@H](C(C)C)N1CCCNC1=O
→ 0.3, 6, nt, -3.0, -3, 3, -5, -0.6, nt, -1.4, nt
O=C(Cc1ccc([N+](=O)[O-])cc1)c1ccc(O)cc1O
→ 0.5, -2, 2.2, 6.4, 1, -3, -1, -0.7, -0.8, -0.1, 2.7
c1csc(CCCN2CCCCC2)c1
→ -0.4, -18, 0.0, 3.9, 6, -4, -2, -1.0, 0.9, 1.0, 0.6
Cc1ccn2cc(C(=O)Nc3nnc(C)s3)nc2c1
→ 1.7, -25, 1.3, 4.6, -2, -11, 1, -0.1, 1.2, -0.4, 1.8
Cc1cc2ccccn2c1C(=O)c1ccc(C#N)cc1
→ -1.4, 4, 0.7, -2.9, -15, -4, 0, -1.4, -1.3, -1.1, -1.6
Cc1ccc(C2CC(C(F)(F)F)n3ncc(C(N)=O)c3N2)cc1 (configuration not stated)
→ -0.2, 6, 0.4, 0.0, 0, 0, 1, -1.4, -0.3, -1.2, 1.1
COc1ccc(COC(=O)C2=C(C)NC(=O)NC2c2cc(OC)ccc2OC)cc1 (configuration not stated)
→ 0.0, -6, -0.2, 2.1, -17, -6, 0, -0.9, 0.6, -2.0, -0.3
CCCCCc1nnc(NC(=O)c2ccc(=O)n(C)n2)s1
→ 1.0, -7, 2.4, -0.1, -2, -6, -1, -1.1, 0.3, -1.1, 0.0
COc1cc2cnc(-c3cccnc3)cc2cc1OC
→ -0.5, 0, 1.8, 0.1, 4, -2, 3, -1.5, -1.1, 0.1, -0.3
C=CCONC(=O)c1cc(OCC(F)(F)F)ccc1OCC(F)(F)F
→ -0.5, -4, -1.5, 1.1, -1, -3, 3, -1.5, -1.8, -0.4, 0.5
O=C(C[n+]1ccccc1)N/N=C/c1ccc(F)cc1
→ 0.4, 0, 0.3, -2.1, 1, 0, -4, -0.3, -1.2, -0.8, nt
N#Cc1ccc(C(=O)N2CCCCC2c2cc(C(=O)NCc3ccccc3)no2)cc1 (configuration not stated)
→ -0.4, -18, 1.4, -3.1, -1, -6, -4, -1.0, 0.5, -1.3, nt
Cc1ccc(C(=O)Oc2ccc(-c3nnco3)cc2)o1
→ -0.9, 2, 0.8, -0.6, -1, 0, 0, -0.9, 1.5, -1.5, -0.4
CC(=O)N1c2ccc(S(=O)(=O)N3CCC(C(=O)Nc4cccc(C)c4)CC3)cc2CC1C (configuration not stated)
→ -1.2, -4, 0.3, -4.0, 0, -5, -2, -1.3, -1.4, -4.5, -0.9
NC1=NC(=O)/C(=C\c2cc([N+](=O)[O-])ccc2Cl)S1
→ -0.3, 1, 2.6, -4.7, 7, -5, 1, -1.4, -0.8, -1.3, -2.0
CN(c1ccc(C(=O)Nc2ccc(F)cc2F)cc1)S(=O)(=O)c1ccccc1
→ -2.2, 9, 1.2, -2.4, 4, 3, 0, -0.3, -2.9, -0.7, -0.3
Cc1c(C(=O)NCc2ccc3c(c2)OCCO3)sc(=O)n1Cc1cccc(C(F)(F)F)c1
→ 0.3, 7, 2.1, -4.4, 0, 3, -2, -1.5, -1.4, -1.9, nt
CCc1nnc(NS(=O)(=O)c2ccc(NC(=S)NC(=O)c3ccncc3)cc2)s1
→ -0.1, -8, -0.1, -1.9, -3, 0, 2, -1.4, -0.2, -0.3, 0.7
Cc1cccc(NC(=O)CN2C(=O)S/C(=C\c3ccccn3)C2=O)c1
→ -0.7, -3, 0.8, 5.1, 2, 1, 2, -1.9, 3.4, -1.5, 0.5
Cc1c(NC(=O)CN2C(=O)NC3(CCCCC3C)C2=O)cccc1[N+](=O)[O-] (configuration not stated)
→ -1.2, 1, 0.5, 2.5, 2, -1, 4, -0.7, -1.0, 0.0, -1.4

Screens (PubChem BioAssay)
